Screens (PubChem)
MT stabilizer = microtubule stabilization, imaging screen; HeLa tubulin immunostaining HCS, 24 h; share of cells brighter than vehicle mean+2SD; % tubulin-high responders, % at 10 µM; AID 2205; 200,000 compounds, 0.83% hits;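 active means plate Z-score above 3 for both tubulin-high and condensed-nucleus cell shares, with cell loss under 80%, at 10 µM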;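 further: anti alpha tubulin signal scored within the nucleus-defined area of each cell; some results filed as inactive read as strong as hits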
Insulin prom up = MIN6 insulin promoter up-regulation; MIN6 insulin promoter-GFP reporter, high-content imaging; stronger effect = higher value; z-score at 5 µM; 190,000 compounds, 0.3% hits; AID 1625;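 active means z-score above 3 at 5 µM with at least 500 cells counted in the well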
Dynein cargo inh = dynein cargo transport inhibition | 3617.4 mouse cells, GR-EGFP nuclear translocation imaging; test concentration mostly 20 µM; stimulated with dexamethasone, 1 µM; stronger effect = lower value | z-score, hits read low | 220,000 compounds, 0.47% hits;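 active means plate z-score of nuclear minus cytoplasmic receptor signal below a set negative limit, without overly bright fluorescence or cell loss, cut at about -3.5 in these data, passing the limit was not always enough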;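 further: z-score of nuclear minus cytoplasmic ring GR-EGFP intensity difference per well; some compounds called inactive have numbers as strong as hits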
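Buffer or medium: Induction medium lacking tetracycline, stripped serum | Also added: Dexamethasone agonist, 1.0 µM final, for 30 min | Timing: 48 h induction, 1 h compound, 30 min dex at 37 °C | Detection: Formaldehyde fixation, Hoechst nuclear stain, 10x automated fluorescence imaging | Measure: Nuclear versus cytoplasmic GR-EGFP signal, averaged per well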
Autophagy HCS = alters autophagy in cells; MEF GFP-LC3 puncta imaging; test concentration mostly 10 µM; calls only at 10 µM (by protocol); 190,000 compounds, 0.98% hits; AID 463193;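 active means percentage of spot-positive cells more than 3 SD above its plate mean, without a fluorescence outlier flag or 80% toxicity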;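 further: spot-positive cell cutoff set from DMSO-treated cells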
WT yeast gro inh = growth inhibition of WT yeast, mitochondrial fusion screen. inhibition, % at 10 µM. 190,000 compounds, 2.1% hits. mitochondrial fusion phenotypic screen, WT strain. AID 1362; in the data active means inhibition above about 58%; tested in S. cerevisiae
NOD2 inhibition = NOD2 signaling inhibitors, cell-based, luminescence, uHTS, HEK293 (AID 1566); inhibition, % at 4 µM, or EC50 in µM where a hit was titrated; HEK293 NOD2/NF-kB luciferase reporter, luminescence; higher % means a stronger effect; 290,000 compounds, 0.63% hits; in the data active means inhibition above about 50%; further: many of its hits are not listed in these tables
Lipid droplet = hepatic lipid droplet formation modulation; inhibition, % at 6.5 µM; AML12 mouse hepatocytes, oleate lipid droplets, BODIPY imaging; 240,000 compounds, 0.4% hits;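 active means lipid droplet intensity inhibited by at least 50%, with more than 500 cells counted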
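Assay system: AML12 hepatocytes (mouse); Probe or stimulus: oleic acid at 100 µM to induce lipid droplet formation; Dosing: compound at 6.5 µM only; Schedule: compound with oleate, overnight; Detection: fluorescence imaging, 20x objective, two fields per well; Measure: % inhibition of lipid droplet signal.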
Yfh1-off respiration = enhancers of respiration in Yfh1-depleted yeast, dose response, Friedreich's ataxia, plus single-dose screen (AID 1465). 220,000 compounds, 0.074% hits. S. cerevisiae Yfh1-off respiration, WST-1 reduction, 72 h; higher fold induction means a stronger effect. fold induction at 50 µM; hits with a dose series show EC50 in µM;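 active means fold induction of absorbance versus untreated yeast above a set limit, then at least 30% activation at any dose in follow-up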;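 further: activators that raise dye reduction in frataxin-depleted yeast; strong numbers were not always called active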
b-catenin transl = beta-catenin nuclear translocation modulation; HeLa beta-catenin nuclear translocation, immunofluorescence imaging; nuclear translocation activity, % at 5 µM; 190,000 compounds, 0.3% hits;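 active means nuclear translocation activity above 50% at 5 µM, with a well cell count of 50 or more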;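 further: per-cell ratio of nuclear to cytoplasmic median beta-catenin stain intensity; plate controls were DMSO negative control for no effect and GSK-3 inhibitor IX positive control for full effect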
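test system = HeLa cells, endogenous beta-catenin | dosing = single 5 µM dose plus 0.02–20 µM confirmation series | times = compound treatment 24 h, 37°C, 5% CO2 | technique = beta-catenin immunofluorescence imaging with DAPI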
WT yeast gro inh mutant strain = further read-out of WT yeast gro inh, marked with its call; inhibition, %; mitochondrial fusion phenotypic screen, mutant strain inhibition
Dynein cargo inh cytoplasmic EGFP = recorded beside Dynein cargo inh, whose call it bears; z-score; measured here: cytoplasmic GR-EGFP intensity; stronger effect = higher value
Dynein cargo inh nuclear GR-EGFP = also measured in Dynein cargo inh; calls as there; z-score; measured here: nuclear GR-EGFP intensity;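 lower value marks the stronger effect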
Dynein cargo inh cell count = recorded beside Dynein cargo inh, whose call it bears; z-score; measured here: cell count per field
Insulin prom up cell count = also measured in Insulin prom up; calls as there; cell count; measured here: cytotoxicity, nuclei count;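 total cells summed across four imaged fields per well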
Lipid droplet cells 6.5 µM = also measured in Lipid droplet; calls as there; cell count; measured here: cell count, cytotoxicity flag;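 cells counted across two imaged fields per well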
b-catenin transl cell count 5 µM = also measured in b-catenin transl; calls as there; cell count; measured here: cell count, cytotoxicity flag
MT stabilizer Hoechst-high % = further read-out of MT stabilizer, marked with its call; % Hoechst-high responders; measured here: nuclear condensation Hoechst responders;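 share of cells brighter than vehicle mean plus two SD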
MT stabilizer cytotoxicity % = also measured in MT stabilizer; calls as there; toxicity, %; measured here: cytotoxicity by cell density;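 0% = mean cell density of plate MIN control wells and 100% = no cells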
Autophagy HCS cell loss 18 h = further read-out of Autophagy HCS, marked with its call; toxicity, %; measured here: cell loss, nuclei count;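 cell loss after 18 h compound exposure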
* hit, by the source's call; i = inactive; · = not tested or not shown; & = joins results of further samples.

SMILES	MT stabilizer	MT stabilizer Hoechst-high %	MT stabilizer cytotoxicity %	Insulin prom up	Insulin prom up cell count	Dynein cargo inh	Dynein cargo inh cytoplasmic EGFP	Dynein cargo inh nuclear GR-EGFP	Dynein cargo inh cell count	Autophagy HCS	Autophagy HCS cell loss 18 h	WT yeast gro inh	WT yeast gro inh mutant strain	NOD2 inhibition	Lipid droplet	Lipid droplet cells 6.5 µM	Yfh1-off respiration	b-catenin transl	b-catenin transl cell count 5 µM
O=C(CN1C(=O)S/C(=C\c2ccc(Cl)cc2)C1=O)NNC(=O)c1ccccc1O	3.5	2.3	4.5	-0.37	1204	-0.96	-0.14	-0.74	0.29	i	4	-2	-2	5%	14	711	i	-0.1	890
Nc1ncnc2oc(-c3ccco3)c(-c3ccco3)c12	2.2	3.4	4.9	-0.02	1088	-1.1	-0.19	-0.38	-0.063	i	12	20	17	8%	15	668	i	0.0	951
O=C(NCCN1CCN(Cc2ccccc2)CC1)c1cc2c(=O)[nH]c3ccccc3c2s1	1.8	2.1	4.5	-0.18	917	-0.53	-0.24	-0.38	0.35	i	9	-4	11	0%	0	781	i	-3.9	1175
Cc1ccc(S(=O)(=O)n2nc(C)c(C#N)c2N)cc1	5.4	2.0	1.9	-0.11	1349	0.26	-0.23	0.13	-0.15	i	24	3	3	17%	-8	600	i	8.5	533
Brc1c(CSc2nc3ccccc3s2)nc2ncccn12	4.0	2.3	3.0	-0.79	1525	-1	-0.21	-0.79	0.12	i	7	2	3	-68%	-10	646	i	-4.4	1184
Cc1ccc(C)c(NC(=O)Cc2csc(-c3ccccc3)n2)c1	3.7	1.9	0.6	0.19	1322	0.057	-0.24	0.084	0.27	i	17	9	1	13%	5	724	i	1.7	925
CC(C)C(=O)Nc1nc(-c2ccc([N+](=O)[O-])cc2)cs1	3.2	2.5	8.7	·	·	-0.5	-0.36	-0.29	0.83	i	-5	-4	-9	-24%	11	733	i	0.4	1546
Cc1cn([C@H]2C=C[C@@H](CO)O2)c(=O)[nH]c1=O	3.4	3.2	10	0.26	1348	-0.3	-0.27	0.033	0.78	i	27	-17&-17	-16&-6	14%&5%	5&11	654&696	i	0.6&0.6	580&1130
Brc1ccc(CN2CCN(c3ccccn3)CC2)s1	2.2	1.3	6.7	-0.28	938	0.34	-0.12	0.83	-0.13	i	-6	2	6	-4%	-12	802	i	-2.1	1211
O=C(CSc1nnc(-c2cccnc2)n1-c1ccccc1)Nc1ccccn1	5.2	4.1	3.6	0.35	1252	-0.44	-0.29	-0.04	0.13	i	-4	-7	2	14%	4	729	i	-0.9	1210
CC1CCN(C(=O)CSCc2ccc(Cl)cc2)CC1	2.7	2.2	1.9	-0.3	933	-0.6	-0.25	-0.33	0.69	i	-2	3	5	-82%	·	·	i	·	·
COc1ccc(NC(=S)NCC(c2ccco2)N2CCCC2)cc1 (stereo not drawn)	2.9	1.5	6.4	-0.29	1265	0.26	-0.37	-0.27	0.43	i	-8	4	-1	10%	-10	760	i	·	·
COCCNC(=O)c1nc2ccccc2s1	5.1	1.6	6.9	-0.27	1316	-0.68	-0.14	-0.52	-0.36	i	-13	-10	-3	-7%	·	·	i	-3.4	589
CCOC(=O)C1CCN(C(=O)C2CCN(S(=O)(=O)c3cc(Cl)ccc3Cl)CC2)CC1	2.1	1.1	15	·	·	-0.037	-0.26	0.15	-0.097	i	1	3	1	17%	-2	664	i	-1.9	1051
CN(C)CCCN(C(=O)c1ccc(N2C(=O)CCC2=O)cc1)c1nc2c(F)cccc2s1	2.0	1.6	2.9	0.25	1349	1.5	-0.24	0.55	-0.39	i	1	14	3	-2%	1	676	i	-0.6	1088
Cc1ccccc1NC(=O)COC(=O)c1cc(=O)c2ccccc2o1	2.5	2.8	4.9	-0.24	1277	-0.32	-0.25	-0.12	0.55	i	-8	-9	-21	9%	0	637	i	-0.4	1105
COc1ccc(Oc2ncnc3c2ncn3Cc2ccccc2)cc1	1.8	1.5	4.5	0.81	1168	-0.58	-0.25	-0.25	0.38	i	3	18	18	-1%	5	722	i	-3.8	1165
CC(C)c1nc(SCC(=O)c2ccccc2)c2c(=O)n(C)c(=O)n(C)c2n1	2.2	4.0	8.2	-0.56	2063	-0.29	0.14	0.098	-0.07	i	12	0	-7	26%	-4	594	i	0.0	1162
COc1ccc(CCNC(=O)C(NS(=O)(=O)c2ccc3c(c2)CCN3C(C)=O)C(C)C)cc1OC (stereo not drawn)	3.2	2.2	4.0	-0.68	1213	-0.8	-0.27	-0.29	1.5	i	12	-9	-10	18%	-28	585	i	0.1	1101
CCOC(=O)/C(=C\Nc1ccc(OC(F)(F)F)cc1)Sc1ncc(C(F)(F)F)cc1Cl	1.9	1.4	9.9	0.07	860	0.7	2.2	0.48	-1	i	3	17	17	14%	-1	753	i	-0.7	1158
CS(=O)(=O)N1CCC(C(=O)c2cccc(Cl)c2)CC1	3.1	1.9	6.1	0.4	1384	-0.17	-0.19	0.083	0.29	i	-7	8	-7	13%	·	·	i	0.0	1112
Cc1ccc(NC(=S)N(CCN2CCCCC2)Cc2ccco2)cc1	6.0	2.5	8.0	-0.9	1206	0.8	-0.21	0.29	-0.95	i	-10	7	-17	5%	-25	627	i	-1.9	430
CCOc1ccc(C(=O)NCCn2cc(SCC(=O)Nc3cc(C)on3)c3ccccc32)cc1	4.6	1.1	11	-0.23	1270	-0.42	-0.26	0.13	0.18	i	3	18	-1	-20%	·	·	i	-1.6	1408
Cc1cc(-c2ccccc2)n[nH]1	3.2	2.0	6.8	0.39	1054	-0.35	-0.31	0.16	0.97	i	18	5	-1	-4%	5	709	i	0.5	1004
O=C(Nc1ccccc1C(F)(F)F)c1cc(-c2ccc(O)cc2)on1	3.0	2.3	9.8	-0.19	1396	0.17	-0.21	0.46	-0.2	i	7	16	11	-11%	·	·	i	-1.3	926
COC(=O)C1NN=C(C(=O)c2ccccc2)C1c1ccccc1 (stereo not drawn)	2.4	1.5	0.2	0.46	1148	-0.83	-0.14	-0.56	0.53	i	6	-11	-21	9%	-6	658	i	·	·
COC(=O)C1=C(C)N(C)C(C)=C(C(=O)OC)C1c1ccc(Cl)cc1	2.2	2.4	6.9	·	·	-0.53	0.029	-0.15	0.92	i	-3	7	1	-1%	1	769	i	-3.2	1169
CCOC(=O)c1ccc(/C=C2/C=C(c3ccccc3)N(c3ccc(Cl)c(C(=O)O)c3)C2=O)cc1	2.2	1.7	3.5	0.7	1085	-1.7	0.76	-1.1	-0.44	i	5	7	30	15%	·	·	i	·	·
COc1ccccc1C1=NOC(CN2C(=O)c3ccccc3S2(=O)=O)C1 (stereo not drawn)	·	·	·	-0.18	996	-0.37	-0.22	-0.21	0.39	·	·	·	·	-78%	-11	732	i	-0.2	1203
COc1ccccc1NC(=O)CSc1nnc(-c2ccncc2)n1CC1CCCO1 (stereo not drawn)	1.7	2.2	14	0.15	1252	-0.37	-0.24	0.47	0.42	i	-1	-2	-26	1%	4	749	i	·	·
CCOC(=O)C1C(c2cccs2)NC(=O)NC1(O)C(F)(F)F (stereo not drawn)	1.6	1.5	3.0	·	·	-0.16	-0.21	-0.081	0.54	i	3	-7	4	-1%	·	·	i	-0.7	1174
S=C(NCC1CCCO1)N1CCN(c2nc(-c3ccc(Cl)cc3)cs2)CC1 (stereo not drawn)	1.8	2.5	2.3	·	·	0.44	-0.12	0.23	-1.5	i	-6	67*	37*	37%	-17	609	i	2.2	1578
COC(=O)c1sccc1NC(=O)CSc1ccccc1N	3.6	0.6	1.6	-1.4	1511	0.55	-0.29	0.31	0.22	i	41	2	0	-6%	-15	655	i	-1.5	1073
COc1ccccc1NC(=O)CC1Nc2ccccc2NC1=O (stereo not drawn)	3.2	3.4	10	0.74	1378	0.33	-0.13	0.21	0.33	i	-12	16	21	-4%	-26	679	i	-0.8	1079
O=C(CN1CCOCC1)NNc1nc(-c2ccccc2)c2cc(Br)ccc2n1	1.4	1.3	3.5	1.1	1285	-0.16	-0.36	0.67	-0.079	i	12	5	13	4%	-18	708	i	2.2	893
CC1CC(OC(=O)CN2CCCCC2)CC(C)(C)C1 (stereo not drawn)	·	·	·	0.12	1090	0.22	-0.26	0.054	0.16	·	·	·	·	9%	0	583	i	0.8	1278
O=C1CCCC(O)=C1N=Nc1ccc(S(=O)(=O)N2CCOCC2)cc1	·	·	·	-0.2	1017	0.97	-0.11	0.36	-1.7	·	·	·	·	4%	4	715	i	-0.6	1332

The list is partial, so the mix of outcomes need not match the whole.
